P. falciparum M17LAP: P. falciparum M17LAP inhibitors, primary screen, biochemical, fluorogenic H-Leu-NHMec substrate, 1536-well (AID 1619) | inhibition, % at 30 µM; hits with a dose series show IC50 in µM | 0.38% of 220,000 active | recombinant M17LAP, H-Leu-NHMec fluorogenic kinetic assay; higher % means a stronger effect | Leucine aminopeptidase (Plasmodium falciparum (isolate 3D7));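 active means compound inhibiting the enzyme by more than half at any dose during confirmatory dose-response retesting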;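 further: plate controls were full reaction with DMSO carrier for no effect and no enzyme background for full effect; strong numbers were not always called active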
Ins promoter up: insulin promoter activators in MIN6 cells, imaging, high-content screening, mouse beta cells | MIN6 insulin promoter-GFP reporter; stronger effect = higher value | z-score at 5 µM | 0.3% of 190,000 active | AID 1625, 2009;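 active means z-score above 3 at 5 µM with at least 500 cells counted in the well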
Autophagy HCS: autophagy modulators in MEF cells, primary screen, imaging, high-content, MEF GFP-LC3; MEF GFP-LC3 puncta imaging; test concentration mostly 10 µM; AID 463193, 2010; 0.98% of 190,000 active; calls only at 10 µM (by protocol);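 active means percentage of spot-positive cells more than 3 SD above its plate mean, without a fluorescence outlier flag or 80% toxicity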;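 further: spot-positive cell cutoff set from DMSO-treated cells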
MT stabilizer: microtubule stabilizers in HeLa cells, primary screen, imaging, high-content imaging; HeLa tubulin immunostaining HCS, 24 h; share of cells brighter than vehicle mean+2SD; % tubulin-high responders, % at 10 µM; 0.83% of 200,000 active; AID 2205, 2009;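 active means plate Z-score above 3 for both tubulin-high and condensed-nucleus cell shares, with cell loss under 80%, at 10 µM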;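 further: anti alpha tubulin signal scored within the nucleus-defined area of each cell; some results filed as inactive read as strong as hits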
bCat nuc transl: modulators of beta-catenin nuclear translocation, primary screen, imaging, HeLa cells, immunofluorescence, high-content | 0.3% of 190,000 active | AID 1665, 2009 | nuclear translocation activity, % at 5 µM;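 active means nuclear translocation activity above 50% at 5 µM, with a well cell count of 50 or more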;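 further: per-cell ratio of nuclear to cytoplasmic median beta-catenin stain intensity; plate controls were DMSO negative control for no effect and GSK-3 inhibitor IX positive control for full effect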
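System: Human HeLa cells, endogenous beta-catenin | Compound dosing: 5 µM primary, 0.02–20 µM confirmation | Timing: 24 h compound exposure at 37°C, 5% CO2 | Measured by: Fluorescence imaging of beta-catenin antibody stain plus DAPI | Read-out basis: % activation of per-cell nuclear versus cytoplasmic median beta-catenin signal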
Yfh1-depleted yeast: enhancers of respiration in Yfh1-depleted yeast, dose response, Friedreich's ataxia, plus single-dose screen (AID 1465). S. cerevisiae Yfh1-off respiration, WST-1 reduction, 72 h; higher fold induction means a stronger effect. one-dose fold induction at 50 µM; EC50 in µM for titrated hits. 0.074% of 220,000 active;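 active means fold induction of absorbance versus untreated yeast above a set limit, then at least 30% activation at any dose in follow-up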;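 further: activators that raise dye reduction in frataxin-depleted yeast; strong numbers were not always called active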
NOD2 inhibition: NOD2 signaling inhibitors, cell-based, luminescence, uHTS, HEK293 (AID 1566); 0.63% of 290,000 active; inhibition, % at 4 µM; hits with a dose series show EC50 in µM; HEK293 NOD2/NF-kB luciferase reporter, luminescence; higher % means a stronger effect; in the data active means inhibition above about 50%; further: many of its hits are not listed in these tables
NOD1 inhibition: NOD1 signaling inhibitors, primary screen, cell-based, luminescence, uHTS (AID 1578); 1% of 290,000 active; inhibition, % at 4 µM, or EC50 in µM where a hit was titrated; NOD1-driven NF-kB luciferase reporter cells, luminescence; higher % means a stronger effect; in the data active means inhibition mostly above about 36%, no sharp cut-off; inactive means mostly below about 34%;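 further: HEK-293T reporter cells stimulated with the NOD1 agonist gamma-tri-DAP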
Dynein transport: inhibitors of GR-EGFP nuclear translocation, primary screen, dynein cargo transport inhibitor project, imaging, high-content, 3617.4 mouse cells. test concentration mostly 20 µM; stimulated with dexamethasone, 1 µM; stronger effect = lower value. z-score, hits read low. 0.47% of 220,000 active. AID 1381, 2008;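 active means plate z-score of nuclear minus cytoplasmic receptor signal below a set negative limit, without overly bright fluorescence or cell loss, cut at about -3.5 in these data, passing the limit was not always enough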;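 further: z-score of nuclear minus cytoplasmic ring GR-EGFP intensity difference per well; some compounds called inactive have numbers as strong as hits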
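Buffer or medium: tet-free medium with charcoal-stripped serum / Also added: dexamethasone agonist, 1.0 µM final, for 30 min / Timing: induction 48 h, compound 1 h, agonist 30 min / Measured by: high-content fluorescence imaging after fixation / Read-out: nuclear-to-cytoplasmic GR-EGFP distribution per well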
Dynein transport cytoplasmic EGFP: further read-out of Dynein transport, marked with its call; z-score; measured here: cytoplasmic GR-EGFP intensity; stronger effect = higher value
Dynein transport nuclear GR-EGFP: second read-out of Dynein transport, no call of its own (marks repeat the call); z-score; measured here: nuclear GR-EGFP intensity;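 lower value marks the stronger effect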
Dynein transport cell count: second read-out of Dynein transport, no call of its own (marks repeat the call); z-score; measured here: cell count per field
Ins promoter up cell count: further read-out of Ins promoter up, marked with its call; cell count; measured here: cytotoxicity, nuclei count;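 total cells summed across four imaged fields per well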
bCat nuc transl cell count 5 µM: further read-out of bCat nuc transl, marked with its call; cell count; measured here: cell count, cytotoxicity flag
MT stabilizer Hoechst-high %: also measured in MT stabilizer; calls as there; % Hoechst-high responders; measured here: nuclear condensation Hoechst responders;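 share of cells brighter than vehicle mean plus two SD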
MT stabilizer cytotoxicity %: further read-out of MT stabilizer, marked with its call; toxicity, %; measured here: cytotoxicity by cell density;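 0% = mean cell density of plate MIN control wells and 100% = no cells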
Autophagy HCS cell loss 18 h: recorded beside Autophagy HCS, whose call it bears; toxicity, %; measured here: cell loss, nuclei count;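 cell loss after 18 h compound exposure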
The depositor's hits bear a star. Only part of the results is shown (hit frequency here may not be typical).

For Nc1nc(N2CCN(C/C=C/c3ccccc3)CC2)nc2ccccc12 the results were P. falciparum M17LAP 7.9%, Ins promoter up -1.13, Autophagy HCS inactive, MT stabilizer 3.5, bCat nuc transl 1.1, Yfh1-depleted yeast inactive, NOD2 inhibition 2.7%, NOD1 inhibition -4.8%, Dynein transport -1.28, Dynein transport cytoplasmic EGFP 0.433, Dynein transport nuclear GR-EGFP -0.353, Dynein transport cell count 0.643, Ins promoter up cell count 1697, bCat nuc transl cell count 5 µM 998, MT stabilizer Hoechst-high % 1.9, MT stabilizer cytotoxicity % 6.5 and Autophagy HCS cell loss 18 h -1.5.
For COc1ccc(-c2csc(-c3ccc(O)cc3)n2)cc1 the results were P. falciparum M17LAP -1.4%, Ins promoter up -0.48, bCat nuc transl -0.8, Yfh1-depleted yeast inactive, NOD2 inhibition -91.7%, NOD1 inhibition -11.6%, Dynein transport 0.211, Dynein transport cytoplasmic EGFP -0.0433, Dynein transport nuclear GR-EGFP 0.223, Dynein transport cell count 0.138, Ins promoter up cell count 787 and bCat nuc transl cell count 5 µM 1373.
`c1ccc(-c2csc(-n3cnnn3)n2)cc1` gave P. falciparum M17LAP -0.9%, Ins promoter up 3.13*, Autophagy HCS inactive, MT stabilizer 2.2, bCat nuc transl 0.7, Yfh1-depleted yeast inactive, NOD2 inhibition -9.9%, NOD1 inhibition 6.8%, Dynein transport 0.176, Dynein transport cytoplasmic EGFP 0.0549, Dynein transport nuclear GR-EGFP 0.155, Dynein transport cell count 0.0246, Ins promoter up cell count 1074*, bCat nuc transl cell count 5 µM 714, MT stabilizer Hoechst-high % 0.7, MT stabilizer cytotoxicity % 4.4 and Autophagy HCS cell loss 18 h -2.4.
Screening NCCCC[C@H]1CNC(=O)C(=O)N1CCCCC1CCCCC1 returned P. falciparum M17LAP -13.2%, Ins promoter up -0.15, bCat nuc transl -1.3, Yfh1-depleted yeast inactive, NOD2 inhibition -0.5%, NOD1 inhibition -8.5%, Dynein transport -0.673, Dynein transport cytoplasmic EGFP -0.752, Dynein transport nuclear GR-EGFP -0.26, Dynein transport cell count 0.317, Ins promoter up cell count 992 and bCat nuc transl cell count 5 µM 1427.
`N#C/C(=C\c1c[nH]c2ccccc12)C(=O)Nc1ncc(Cc2ccc(Cl)cc2Cl)s1` gave P. falciparum M17LAP 0.8%, Ins promoter up -0.84, Autophagy HCS inactive, MT stabilizer 9.5, bCat nuc transl -0.3, Yfh1-depleted yeast inactive, NOD2 inhibition -7.0%, NOD1 inhibition 12.5%, Dynein transport -0.56, Dynein transport cytoplasmic EGFP -0.141, Dynein transport nuclear GR-EGFP -0.368, Dynein transport cell count -0.109, Ins promoter up cell count 1284, bCat nuc transl cell count 5 µM 1032, MT stabilizer Hoechst-high % 1.4, MT stabilizer cytotoxicity % 26.8 and Autophagy HCS cell loss 18 h 1.3.
`CCSc1nnc(C)c2ccccc12` gave P. falciparum M17LAP 0.0%, Ins promoter up -0.05, Autophagy HCS inactive, MT stabilizer 2.1, bCat nuc transl -3.3, Yfh1-depleted yeast inactive, NOD2 inhibition 4.2%, NOD1 inhibition 5.9%, Dynein transport 0.163, Dynein transport cytoplasmic EGFP -0.37, Dynein transport nuclear GR-EGFP 0.553, Dynein transport cell count -0.226, Ins promoter up cell count 1484, bCat nuc transl cell count 5 µM 962, MT stabilizer Hoechst-high % 3.1, MT stabilizer cytotoxicity % 0.8 and Autophagy HCS cell loss 18 h -5.9.
Cc1cc(CSc2ccccc2)ccc1NC(=O)c1ccc(Br)cc1 was read as P. falciparum M17LAP 20.3%, Ins promoter up 0.46, Autophagy HCS inactive, MT stabilizer 3.7, bCat nuc transl -0.3, Yfh1-depleted yeast inactive, NOD2 inhibition 3.5%, NOD1 inhibition -21.6%, Dynein transport 0.629, Dynein transport cytoplasmic EGFP -0.242, Dynein transport nuclear GR-EGFP 0.447, Dynein transport cell count 0.503, Ins promoter up cell count 1402, bCat nuc transl cell count 5 µM 840, MT stabilizer Hoechst-high % 2.1, MT stabilizer cytotoxicity % 8.4 and Autophagy HCS cell loss 18 h 7.2.
`COc1cc(C2C3=C(CCCC3=O)Nc3[nH]n(-c4ccccc4)c(=O)c32)cc(OC)c1OC` (stereo not given) gave P. falciparum M17LAP 23.1%, Ins promoter up 0.74, Autophagy HCS inactive, MT stabilizer 1.7, bCat nuc transl 1.1, Yfh1-depleted yeast inactive, NOD2 inhibition -0.8%, NOD1 inhibition -43.4%, Dynein transport -1.16, Dynein transport cytoplasmic EGFP -0.123, Dynein transport nuclear GR-EGFP -0.718, Dynein transport cell count 0.721, Ins promoter up cell count 1171, bCat nuc transl cell count 5 µM 1100, MT stabilizer Hoechst-high % 1.4, MT stabilizer cytotoxicity % 7.4 and Autophagy HCS cell loss 18 h 2.5.
For CCOC(=O)c1c(NC(=O)CSc2n[nH]c(N)n2)sc(CC)c1C the results were P. falciparum M17LAP 4.6%, Ins promoter up 0.07, Autophagy HCS inactive, MT stabilizer 3.1, bCat nuc transl -2.1, Yfh1-depleted yeast inactive, NOD2 inhibition 15.4%, NOD1 inhibition 23.1%, Dynein transport -0.66, Dynein transport cytoplasmic EGFP -0.161, Dynein transport nuclear GR-EGFP -0.168, Dynein transport cell count 0.267, Ins promoter up cell count 1330, bCat nuc transl cell count 5 µM 866, MT stabilizer Hoechst-high % 1.8, MT stabilizer cytotoxicity % 7.0 and Autophagy HCS cell loss 18 h -4.1.
Screening CC(=O)c1ccccc1NC(=O)CSc1nnc2ccccn12 returned P. falciparum M17LAP 14.7%, Ins promoter up 0.18, Autophagy HCS inactive, MT stabilizer 0.1, NOD2 inhibition -8.7%, NOD1 inhibition -13.6%, Dynein transport 1.19, Dynein transport cytoplasmic EGFP -0.271, Dynein transport nuclear GR-EGFP 0.176, Dynein transport cell count -0.265, Ins promoter up cell count 938, MT stabilizer Hoechst-high % 2.3, MT stabilizer cytotoxicity % 18.0 and Autophagy HCS cell loss 18 h 4.0.
For CCCN1C(=O)C(NC(C)=O)c2ccccc21 (stereo not given) the results were P. falciparum M17LAP -8.7%, Ins promoter up 0.23, Autophagy HCS inactive, MT stabilizer 1.7, bCat nuc transl 0.4, Yfh1-depleted yeast inactive, NOD2 inhibition -0.7%, NOD1 inhibition 18.6%, Dynein transport -0.452, Dynein transport cytoplasmic EGFP -0.267, Dynein transport nuclear GR-EGFP -0.0893, Dynein transport cell count 0.391, Ins promoter up cell count 693, bCat nuc transl cell count 5 µM 960, MT stabilizer Hoechst-high % 1.5, MT stabilizer cytotoxicity % 7.7 and Autophagy HCS cell loss 18 h 4.9.
`CCn1c(SCC(=O)c2ccccc2)nnc1-c1cccnc1` gave P. falciparum M17LAP 14.5%, Ins promoter up -0.73, Autophagy HCS inactive, MT stabilizer 3.0, bCat nuc transl 0.2, Yfh1-depleted yeast inactive, NOD2 inhibition -5.6%, NOD1 inhibition -34.5%, Dynein transport 0.0816, Dynein transport cytoplasmic EGFP -0.349, Dynein transport nuclear GR-EGFP 0.152, Dynein transport cell count 0.669, Ins promoter up cell count 1535, bCat nuc transl cell count 5 µM 1522, MT stabilizer Hoechst-high % 1.5, MT stabilizer cytotoxicity % 2.2 and Autophagy HCS cell loss 18 h -4.1.
Screening COc1ccc(CN2C(=O)/C(=C/c3ccc(-c4ccc(Cl)c(C(=O)O)c4)o3)SC2=S)cc1 returned P. falciparum M17LAP 8.0%, Autophagy HCS inactive, MT stabilizer 3.1, bCat nuc transl -1.0, Yfh1-depleted yeast inactive, NOD2 inhibition -8.1%, NOD1 inhibition 25.7%, Dynein transport 0.0775, Dynein transport cytoplasmic EGFP 1.22, Dynein transport nuclear GR-EGFP 0.0901, Dynein transport cell count 0.654, bCat nuc transl cell count 5 µM 1075, MT stabilizer Hoechst-high % 1.8, MT stabilizer cytotoxicity % 1.8 and Autophagy HCS cell loss 18 h 7.7.
For Cc1ccc(C)c2[nH]c(=O)c(CCNC(=O)c3ccc(S(=O)(=O)N(C)C)cc3)cc12 the results were P. falciparum M17LAP 9.6%, Ins promoter up -0.88, MT stabilizer 3.8, bCat nuc transl 7.1, Yfh1-depleted yeast inactive, NOD2 inhibition 29.5%, NOD1 inhibition 16.4%, Dynein transport -0.0841, Dynein transport cytoplasmic EGFP -0.187, Dynein transport nuclear GR-EGFP 0.239, Dynein transport cell count -0.196, Ins promoter up cell count 1573, bCat nuc transl cell count 5 µM 1033, MT stabilizer Hoechst-high % 2.6 and MT stabilizer cytotoxicity % 8.7.
Screening CCCCNC(=O)c1cn(-c2ccc(OCC)cc2)c(=O)c2cc(OC)c(OC)cc12 returned P. falciparum M17LAP 6.1%, Ins promoter up -0.48, Autophagy HCS inactive, MT stabilizer 1.6, Yfh1-depleted yeast inactive, NOD2 inhibition 6.3%, NOD1 inhibition -14.8%, Dynein transport -0.792, Dynein transport cytoplasmic EGFP -0.285, Dynein transport nuclear GR-EGFP -0.279, Dynein transport cell count 0.665, Ins promoter up cell count 1055, MT stabilizer Hoechst-high % 1.2, MT stabilizer cytotoxicity % 7.5 and Autophagy HCS cell loss 18 h -1.6.
